# OX1R antag – antagonists of human orexin 1 receptor. O43613. 330,000 compounds, 0.43% hits. CHO/OX1R cells, Fluo-8 calcium fluorescence, orexin A. inhibition, % at 5 µM;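 active = inhibition above its plate's threshold, mean inhibition of all tested compounds on the plate plus 3 SD, cut at about 37% in these data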;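 also: 0% = orexin A challenge wells and 100% = SB-334867-A antagonist wells; not every result past the cut was called active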
# Target sequence (O43613 whole entry, looked up): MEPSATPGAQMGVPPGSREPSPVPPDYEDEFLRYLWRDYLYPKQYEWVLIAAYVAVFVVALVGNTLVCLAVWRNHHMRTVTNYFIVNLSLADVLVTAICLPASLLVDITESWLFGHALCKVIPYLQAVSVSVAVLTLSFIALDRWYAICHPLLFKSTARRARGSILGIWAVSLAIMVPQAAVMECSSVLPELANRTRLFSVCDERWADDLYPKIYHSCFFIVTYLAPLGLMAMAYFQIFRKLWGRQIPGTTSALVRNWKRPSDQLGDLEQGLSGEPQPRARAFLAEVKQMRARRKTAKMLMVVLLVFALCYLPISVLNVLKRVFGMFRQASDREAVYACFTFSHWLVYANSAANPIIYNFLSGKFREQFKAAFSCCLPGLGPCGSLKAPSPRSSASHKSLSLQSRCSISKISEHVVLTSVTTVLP
# CHT PAM – human CHT allosteric activation; Q9GZV3; CHT-expressing cells, membrane potential dye, choline EC20; hits give high values; LV-AA mutant CHT in HEK293 cells; B-score at 10 µM; 310,000 compounds, 0.49% hits; AID 488977;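 active = initial fluorescence not abnormally high and integrated response B-score, plate-corrected, over 3 SD above library mean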
# Target sequence (Q9GZV3 whole entry, looked up): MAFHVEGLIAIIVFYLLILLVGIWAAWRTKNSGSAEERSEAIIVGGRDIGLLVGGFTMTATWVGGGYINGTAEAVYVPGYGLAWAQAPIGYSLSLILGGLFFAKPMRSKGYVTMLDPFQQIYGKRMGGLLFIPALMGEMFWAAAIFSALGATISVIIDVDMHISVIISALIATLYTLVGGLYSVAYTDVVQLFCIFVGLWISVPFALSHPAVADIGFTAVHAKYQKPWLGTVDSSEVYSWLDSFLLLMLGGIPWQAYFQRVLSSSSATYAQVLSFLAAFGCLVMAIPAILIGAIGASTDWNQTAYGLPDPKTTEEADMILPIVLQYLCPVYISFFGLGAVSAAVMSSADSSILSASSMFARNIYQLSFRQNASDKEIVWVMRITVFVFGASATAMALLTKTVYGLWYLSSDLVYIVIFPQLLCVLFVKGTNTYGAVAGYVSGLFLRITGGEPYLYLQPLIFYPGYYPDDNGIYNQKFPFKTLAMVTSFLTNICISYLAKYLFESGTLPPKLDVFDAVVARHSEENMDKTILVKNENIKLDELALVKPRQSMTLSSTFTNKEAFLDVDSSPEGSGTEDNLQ
# Active calls of the source: *; i = inactive; · = no result given. Compounds as they come; 0.8% or so of the library scored in one or more.
SMILES,OX1R antag,CHT PAM
COc1ccc(C(=O)NC2CCN(C(=S)Nc3cccc(C)c3)CC2)cc1,14,i
Cc1csc(C(C#N)C(=O)c2ccncc2)n1 (configuration not stated),-10,i
O=C(Nc1ccc(F)cc1)c1cccnc1Oc1ccccc1,-3,i
CCN(CC)C(=O)C1CCN(Cc2ccc(Br)cc2)CC1,-13,i
O=C(CC1(O)C(=O)Nc2cc(Cl)cc(Cl)c21)c1ccncc1 (configuration not stated),-4,i
O=C(NCc1ccccn1)C(=O)NCC1OCCN1S(=O)(=O)c1ccc(F)cc1 (configuration not stated),-16,i
O=C(Nc1ccc(SC(F)F)cc1)C1=CC=CN2CCS(=O)(=O)N=C12,-5,·
COc1ccc(-c2nc3ccccc3o2)cc1NC(=O)c1ccc(Br)o1,-18,i
CC(C)(C)[C@H]1COC(=O)[C@H](NC(=O)OCC2c3ccccc3-c3ccccc32)C/C=C\C[C@@H](CC(=O)N[C@H](CO)Cc2ccccc2)C(=O)N1,-35,·
O=C(Nn1c(=O)[nH]c2ccsc2c1=O)c1ccccc1,2,i
CCN(CC(=O)Nc1ccc(OC)cc1)C(=O)c1cc(-c2cccs2)nn1-c1ccccc1,-8,i
O=C(CSc1ncnc2c1oc1ccccc12)NCC1CCCO1 (configuration not stated),-3,i
CCc1ccc(NC(=O)CN2C(=O)C(=O)N(Cc3ccccc3)C2=O)cc1,-19,i
Cn1c(=NC(=O)CS(=O)(=O)c2ccccc2)sc2ccccc21,-13,i
C=CCNC(=O)NC(=O)CN1C(=O)NC(c2ccccc2)(c2ccccc2)C1=O,-21,i
Cc1ccc(S(=O)(=O)Nc2nc3ccccc3nc2NCC2CCCO2)cc1C (configuration not stated),-33,i
Cc1ccccc1SCc1noc(C(=O)NC(C)C)c1C(=O)O,-2,i
O=C(c1cc(-c2ccc(Cl)cc2)on1)N1CCOCC1,3,i
O=C1CSC(c2ccccc2)N1c1ccc(F)cc1F (configuration not stated),-21,i
CCN(CC)C(=O)Cn1c(=O)n(CCCCCC(=O)Nc2ccccc2)c(=O)c2sccc21,-15,i
Cn1nnnc1SCC(=O)Nc1ccc(C(=O)N2CCN(Cc3ccccc3F)CC2)cc1,-10,·
COC(C/C=C/C(=O)[C@@H](C)OCc1ccccc1)OC,-12,i
O=C(NCc1ccccn1)C(=O)NCC1OCCN1C(=O)c1ccc(Cl)cc1 (configuration not stated),-22,i
O=C(Nn1c(-c2ccncc2)nc2ccccc2c1=O)c1ccc([N+](=O)[O-])cc1Cl,-26,i
CCOC(=O)CN1C(=O)N[C@@H](c2cccc(C(F)(F)F)c2)[C@@H](C(=O)OC)[C@H]1C,-14,i
C[C@H](NC(=O)c1ccccc1)C(=O)N1CCC2(CC1)NCCc1[nH]cnc12,4,i
O=C(CCN1C(=O)C2C3CCC(C3)C2C1=O)OCC(=O)c1ccccc1 (configuration not stated),·,i
CCOc1ccccc1OCC(=O)Nc1cccc(S(=O)(=O)N2CCCCCC2)c1,-3,i
Cc1cc(N2CCN(C(=O)c3ccco3)CC2)n2nc(-c3cccc(F)c3)cc2n1,-40,i
Cc1cc(O)c2c(c1)C(O)(C1OC(CO)C(O)C(O)C1O)c1cccc(O)c1C2=O (configuration not stated),-3,i
N#CC1=C(N)N(c2ncn[nH]2)C2=C(C(=O)CCC2)C1c1ccc(F)cc1 (configuration not stated),9,i
Cc1cc(C)n2nc(SCC(=O)NC(=O)c3ccc(OC(F)F)cc3)nc2n1,-23,·
COc1cccc(C(=O)NCCS(=O)(=O)N(C)C2CCCCC2)c1,-27,i
Cc1cc(OCC(=O)Nc2ccccn2)c2c(C)c(C)c(=O)oc2c1,-14,i
CCOC(=O)c1cccnc1NC(=O)c1ccncc1,-3,i
COc1ccccc1NC(=O)c1ccc2c(c1)N(CC(=O)NC(C)(C)C)C(=O)C(C)(C)O2,-13,i
COc1ccc(N(CC(=O)NCc2ccc(F)cc2)C(=O)Cn2nnc(-c3ccc(C)o3)n2)cc1OC,-28,i
CCOC(=O)[C@@H]1[C@H]2COc3ccccc3[C@@H]2N2C(=O)N(c3ccccc3)C(=O)[C@]12C,-16,i
Cc1ccc(C(=O)CSc2nnc(-c3ccco3)n2CC2CCCO2)cc1 (configuration not stated),-32,i
O=C(COC(=O)c1cc(=O)[nH]c2ccccc12)NCc1ccccc1Cl,-10,·
CCCCSc1nc(N)c(C#N)c(-c2cccs2)c1C#N,3,i
Cc1ccc2cccc(S(=O)(=O)Nc3c(C)n(C)n(-c4ccccc4)c3=O)c2n1,-15,i
CC(=NC1CCN(Cc2ccccc2)CC1)c1c(O)[nH]c(=O)[nH]c1=O,-7,i
COc1cc2oc3ccccc3c2cc1N(CC(=O)N1CCCCC1)S(=O)(=O)c1ccc(C)cc1,-18,i
CCCCN1CCNC1=S,-1,i
CN(CC1CCCO1)S(=O)(=O)c1ccc(C(=O)Nc2ccc([N+](=O)[O-])cc2)cc1 (configuration not stated),5,i
Cc1ccc(C)c(OCCn2cc(/C=C(\C#N)C(=O)NCc3cccs3)c3ccccc32)c1,-20,i
CCOC(=O)C1CCCN(C(=O)c2cccc(S(=O)(=O)N3CCCC3)c2)C1 (configuration not stated),-18,·
OCCCNc1ncnc2oc(-c3ccccc3)c(-c3ccccc3)c12,·,i
O=C(Nc1cccc(-c2cn3c(n2)SCC3)c1)c1ccc2ccccc2n1,-15,i
Nc1nnc(SCc2ccccc2F)n1-c1ccccc1,-11,i
COc1ccc(Nc2nc(N)c([N+](=O)[O-])c(NCCO)n2)cc1,-12,i
CNC(=O)NNC(=O)c1csc(-c2ccc(C(F)(F)F)cc2Cl)n1,-10,i
COc1ccc2oc(C(=O)OCc3c(C)noc3C)c(C)c2c1,-19,i
CCO[C@@H]1OC(C(=O)NCc2nc3ccccc3[nH]2)=C[C@H](c2csc3ccccc23)[C@H]1CCCO,-21,i
Cc1ccc(C)c(S(=O)(=O)Nc2cc3c4c(c2)CCN4C(=O)CC3)c1,-32,i
COc1ccc(-n2nnc3c(=O)n(Cc4cc(C)ccc4C)cnc32)cc1,-5,i
Cc1ccc(-c2nnc(-c3ccc4c(c3)OCO4)o2)cc1,2,i
CCOc1cc(-c2cc(-c3ccc(NC(C)=O)cc3)nc(N)c2C#N)ccc1O,-20,i
CC12COC3(C(=O)Nc4ccccc4)CC1CCC32C (configuration not stated),-23,i

# Remaining list, next part.
SMILES,OX1R antag,CHT PAM
O=S(=O)(Nc1ccc(Cc2ccncc2)cc1)c1cccs1,13,i
Cc1cc(Cl)ccc1NNC(=O)c1cccs1,-5,i
O=C(Cn1cnc2c(NCc3ccccc3)ncnc21)NCC1CCCO1 (configuration not stated),10,·
O=C(Nc1ccc(F)cc1F)c1ccco1,5,i
COc1ccc2cc(C#N)c(Nc3cccc(F)c3)nc2c1,0,i
Cn1nnnc1SCCNCc1cc(Cl)ccc1OCc1ccccc1,-16,i
CC(C)NC(=O)Nc1cccc2c1O[C@H](CN(C)C(=O)NC1CCCCC1)[C@@H](C)CN([C@H](C)CO)C2=O,-16,·
COc1cc(C(=O)OCC(=O)NC2CCCCC2)cc(OC)c1OC,-4,·
COc1cccc(-c2cc(=O)c3cc(NC(C)=O)ccc3[nH]2)c1,-3,i
COC(=O)c1c(NC(=O)COC(=O)CNC(=O)C2CCCCC2)sc(C)c1C,-3,i
CC(C)(C)c1ccc(O)c(N=Cc2cc3c(cc2[N+](=O)[O-])OCO3)c1,-26,i
N/C(COc1ccccc1)=N\NS(=O)(=O)c1ccccc1,-20,i
CC(C)[C@H](NC(=O)c1cccc(CN(Cc2ccccc2)C(=O)c2ccccc2)c1)C(=O)O,-5,i
O=C(Cc1cccc2ccccc12)OCn1nnc2ccccc2c1=O,-24,i
Cc1ccc2c(SCC(=O)NCc3ccco3)nc(-c3ccc(F)cc3)nc2c1,3,i

# Next part, starting with the last 4 of the part before.
SMILES,OX1R antag,CHT PAM
N/C(COc1ccccc1)=N\NS(=O)(=O)c1ccccc1,-20,i
CC(C)[C@H](NC(=O)c1cccc(CN(Cc2ccccc2)C(=O)c2ccccc2)c1)C(=O)O,-5,i
O=C(Cc1cccc2ccccc12)OCn1nnc2ccccc2c1=O,-24,i
Cc1ccc2c(SCC(=O)NCc3ccco3)nc(-c3ccc(F)cc3)nc2c1,3,i
O=C(CSC1=NS(=O)(=O)c2cc(F)ccc2N1)Nc1cccc(F)c1,-17,i
CNc1nnc(CSc2nc(C)cc(C)n2)s1,-4,i
C/C=C/c1ccc(OCC(=O)Nc2cc(S(=O)(=O)N3CCOCC3)ccc2N2CCCC2)c(OC)c1,-33,i
COC(=O)c1c(NC(=O)CN2CCN(C(=O)c3ccco3)CC2)c2cc(C)ccc2n1C,-30,i
Cc1cc(C(=O)COC(=O)c2ccc(F)cc2)c(C)n1C,-2,·
S=C(Nc1ccccc1)N(CCN1CCOCC1)Cc1cccc(Cl)c1,-19,i
O=C(Cn1c(SCC(=O)NC2CCCC2)nnc1-c1ccncc1)Nc1ccc2c(c1)OCO2,-32,i
Cc1ccc(C2=C/C(=C\c3cccnc3)C(=O)O2)cc1,-21,i
Cc1ccc(O)c(C=Nc2ccc3[nH]ncc3c2)c1,-11,i
CC1(c2ccccc2)CC(c2ccccc2)=Nc2ccccc2N1 (configuration not stated),-30,i
COc1ccc(OCc2n[nH]c(=S)n2N)cc1,-3,i
CC(=O)Nc1ccc(S(=O)(=O)N(C)CC(=O)Nc2ccc(F)c(F)c2F)cc1,-17,·
CC(C)n1c(N2CCN(CC(=O)Nc3ccc4c(c3)OCCO4)CC2)nc2ccccc21,-31,i
COc1ccccc1NC(=O)COC(=O)CCS(=O)(=O)c1ccc(C)cc1,-27,i
COc1ccc2c(-c3ccc(OCCN4CCCCC4)cc3)c(-c3ccccc3OC)sc2c1,13,·
CCC(C)(C)NC(=O)C(c1ccc(OC)cc1)N(CC1CCCO1)C(=O)CCC(=O)Nc1cc(C)on1 (configuration not stated),-35,i
CS(=O)(=O)NNC(=O)C1Cc2c(ccc3ccccc23)O1 (configuration not stated),-8,i
CCn1c(CN2CCOCC2)nnc1SCC(=O)Nc1ccc(C)cc1,-8,i
c1ccc(-c2nnc(CN3CCC4(CC3)OCCO4)o2)cc1,-6,i
CC(c1ccco1)N(C(=O)C12CC3CC(CC(C3)C1)C2)c1ccccn1 (configuration not stated),-10,i
COc1ccc2cc(C(C)c3nc4ccccc4c(=O)n3N)ccc2c1 (configuration not stated),-22,i
COc1ccc(CC(=O)O/N=C(\N)c2cccc([N+](=O)[O-])c2)cc1,-17,i
O=C(COC(=O)c1cc(Cl)ccc1O)NCCNC(=O)COC(=O)c1cc(Cl)ccc1O,1,i
COc1ccc(NS(=O)(=O)c2cccc(C(=O)N/N=C/c3cccs3)c2)cc1,-17,i
Cc1ccnc2nc(C(=O)OCCOc3ccc(Cl)cc3)nn12,-19,i
O=C(NC1CC2CCCC(C1)N2Cc1ccccc1)c1cccc(Cl)c1 (configuration not stated),-18,i
CCOC(=O)c1c(C)nc(-c2ccccc2)nc1NC(=O)CC,-25,i
O=C(/C=C/c1ccc(OC2CSC2)cc1)c1ccc(Cl)cc1,-5,i
Cn1c(SCc2ccccc2F)nnc1-c1cnccn1,-6,i
O=C(O)C1CCC(=O)N1Cc1ccc(F)cc1 (configuration not stated),12,i

# 3 entries from above in a different format.
CCn1c(CN2CCOCC2)nnc1SCC(=O)Nc1ccc(C)cc1
  OX1R antag: -8
  CHT PAM: i

O=C(O)C1CCC(=O)N1Cc1ccc(F)cc1 (configuration not stated)
  OX1R antag: 12
  CHT PAM: i

O=C(NC1CC2CCCC(C1)N2Cc1ccccc1)c1cccc(Cl)c1 (configuration not stated)
  OX1R antag: -18
  CHT PAM: i

# The list continues:
SMILES,OX1R antag,CHT PAM
CCOC(=O)C1=C(C)N(CCCC(=O)O)C(=O)NC1c1ccc(OC)cc1 (configuration not stated),1,i
COc1ccc(S(=O)(=O)Nc2cc3c4c(oc3c3ccccc23)CC(C)(C)CC4=O)cc1,-15,i
C=CCNC(=S)NNC(=O)c1cccc(Br)c1,3,i
CCOc1cc(/C=N/NC(=O)c2cccnc2)cc(Br)c1OCC(N)=O,4,i
CC1=C(C(=O)NCc2ccc(Cl)cc2)C2(CCC(C)CC2)OC1=O (configuration not stated),-31,i
COc1cc(/C=c2\sc3n(c2=O)CCCN=3)ccc1O,-23,i
COc1ccc(C(C(=O)OCCN(C)C)c2ccccc2)cc1 (configuration not stated),-20,i
O=C1COc2ccccc2CN1,-5,i
CC(=NCCN1CCN(C(=S)Nc2ccccc2)CC1)C1=C(O)CC(C)(C)CC1=O,-15,i
O=C(CSc1ccc2ccccc2n1)NC1CC1,-13,·
COc1ccccc1-c1c(C)nn2c(N3CCOCC3)cc(C)nc12,-1,i
O=C(CC1CCCCC1)NCc1ccco1,-11,i
O=c1[nH][nH]c(C(F)(F)F)c1C=Nc1cccc(Cl)c1,-12,i
COc1ccc(N2CC(C(=O)N3CCC4(CC3)CC(=O)c3ccccc3O4)CC2=O)cc1 (configuration not stated),-42,i
Cc1cc(C)nc(NC(=O)/C=C/c2ccccc2Cl)c1,-7,i
CCOc1cc(CNCc2ccc(C(=O)O)cc2)ccc1OC,-25,i
COc1ccc(NC(=O)CNC(=O)c2sc3ccccc3c2Cl)c(OC)c1,7,·
CC(=O)Nc1ccc(NC(=O)COC(=O)c2cnccn2)cc1,1,i
O=C(CCNS(=O)(=O)c1ccc(Cl)cc1)NCc1cccnc1,7,i
Cc1noc(C)c1S(=O)(=O)Nc1ccc2c(c1)C(=O)N([C@H](C)CO)C[C@H](C)[C@@H](CN(C)Cc1ccc(C(=O)O)cc1)O2,-10,·
CCOc1ccc(-c2onc(C(F)(F)F)c2-c2cscn2)c(O)c1,-11,i

# Entries of single compounds, quoted from the list.
# `Cc1noc(C)c1S(=O)(=O)Nc1ccc2c(c1)C(=O)N([C@H](C)CO)C[C@H](C)[C@@H](CN(C)Cc1ccc(C(=O)O)cc1)O2` in the list: OX1R antag: -10; CHT PAM: ·
# `CCOc1ccc(-c2onc(C(F)(F)F)c2-c2cscn2)c(O)c1` in the list: OX1R antag: -11; CHT PAM: i
